# High-throughput results deposited in PubChem by several laboratories.
# ABHD5-PLIN5 inh: inhibitors of human ABHD5-perilipin-5 interaction; inhibition, % at 4 µM; AID 602281; Split G. princeps luciferase complementation, luminescence, 4 h; actives 0.78% (n = 360,000);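 active means inhibition above the mean inhibition across every tested compound plus 3 SD, cut at about 22% in these data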;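 further: 0% = DMSO only wells and the 100% control is not disclosed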
# ABCB6 inh 2: human ABCB6 transporter inhibition; fluorescence ratio to DMSO, % at 10 µM; K562-ABCB6 porphyrin accumulation, flow cytometry, 1 h; hits give low values; actives 0.19% (n = 360,000); Q9NP58;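 active means fluorescence ratio to DMSO below 75%, the collection mean minus 3 SD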;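 further: signal is porphyrin accumulated inside mitochondria; 100% equals median channel fluorescence of DMSO control wells; lower ratio means ABCB6 inhibition with less porphyrin fluorescence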
# Target sequence (Q9NP58 whole entry, looked up): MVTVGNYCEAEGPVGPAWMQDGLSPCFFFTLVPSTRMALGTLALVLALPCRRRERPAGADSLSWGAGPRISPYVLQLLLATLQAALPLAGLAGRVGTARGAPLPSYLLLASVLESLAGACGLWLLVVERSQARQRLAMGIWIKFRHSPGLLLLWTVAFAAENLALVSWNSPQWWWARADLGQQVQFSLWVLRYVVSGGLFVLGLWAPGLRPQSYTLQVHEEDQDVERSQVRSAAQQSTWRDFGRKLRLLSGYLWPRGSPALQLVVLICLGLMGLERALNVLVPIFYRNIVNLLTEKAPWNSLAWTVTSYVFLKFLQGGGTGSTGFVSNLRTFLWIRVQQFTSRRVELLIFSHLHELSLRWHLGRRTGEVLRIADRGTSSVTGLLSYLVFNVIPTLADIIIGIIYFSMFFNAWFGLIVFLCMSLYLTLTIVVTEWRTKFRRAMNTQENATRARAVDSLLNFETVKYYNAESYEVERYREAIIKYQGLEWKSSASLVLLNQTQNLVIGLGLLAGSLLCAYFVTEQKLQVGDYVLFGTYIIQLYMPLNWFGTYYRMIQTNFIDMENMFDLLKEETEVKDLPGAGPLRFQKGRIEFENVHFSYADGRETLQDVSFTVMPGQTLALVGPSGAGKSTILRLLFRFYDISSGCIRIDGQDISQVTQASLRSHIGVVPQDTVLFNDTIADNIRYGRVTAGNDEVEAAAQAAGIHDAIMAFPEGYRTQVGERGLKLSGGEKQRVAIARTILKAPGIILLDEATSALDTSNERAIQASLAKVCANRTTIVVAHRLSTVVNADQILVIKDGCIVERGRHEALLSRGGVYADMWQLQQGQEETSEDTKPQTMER
# hiPSC survival: enhancers of human iPSC single-cell survival | actives 0.044% (n = 360,000) | hiPSC single-cell survival, ATPlite luminescence; 100% = ROCK inhibitor wells, 0% = DMSO | survival enhancement, % at 20 µM; in the data active means survival enhancement above about 18%;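 further: cells exposed to compounds for 16 hours before the ATP read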
# MC4R antagonist: antagonists of human melanocortin 4 receptor (MC4R). P32245. MC4R-expressing cells, MTII-stimulated cAMP, LANCE TR-FRET. inhibition, % at 6.5 µM. actives 0.48% (n = 360,000);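 active means inhibition above its plate's cutoff, the mean of tested wells on that plate plus 3 SD, cut at about 29% in these data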;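 further: 0% = Melanotan II alone and 100% = Melanotan II plus saturating MCL0020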
#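 Assay system: human MC4R-expressing U2OS cells; reagent: Melanotan II stimulation of cells; dosing: 6.5 µM single dose; timing: compound 30 min, challenge 1 h, detection 1 h; signal: TR-FRET cAMP assay; replicates: one well per compound, no replicates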
# m5-HT2A agonist: agonists of mouse serotonin 5-HT2A receptor (HTR2A); activation, % at 7.6 µM; P35363; CHO-K1 mHTR2A beta-arrestin complementation, luminescence; percent of 30 µM serotonin response; actives 0.66% (n = 360,000);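 active means activation above a run cutoff, the mean activation of all tested compounds plus 3 SD, cut at about 14% in these data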;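 further: 0% = plate median of compound wells and 100% = 30 µM serotonin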
# aDG glyco up: alpha-DG glycosylation activation | Pro5-aDG cells, alpha-DG glycosylation AlphaScreen (IIH6); 0% Pro5, 100% B10-LARGE cell signal | actives 0.22% (n = 360,000) | AID 624168 | activation, % at 10 µM;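 active means activation of at least 8% versus controls, or a plate z-score of at least 8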;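 further: Pro5 are CHO cells carrying HIG-tagged alpha-DG that lacks glycosylation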
# Cardio protect: myocardial damage modulation in H9c2 cells | H9c2 cardiomyocytes, H2O2 injury protection, ATPLite, 2 h | protection from H2O2 cell death, % at 20 µM | actives 0.63% (n = 360,000);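 active means compounds giving at least 50% protection of heart cells from peroxide-induced death in the single-dose screen, raw or plate-pattern-corrected value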;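 further: 0% = DMSO wells with peroxide and 100% = DMSO wells without peroxide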
# Glyco luc inh: blocks N-linked glycosylation in D54 reporter cells; D54 ERlucT glycosylation luciferase reporter, 24 h; percent of 100 nM tunicamycin response; reporter increase, % at 12.5 µM; actives 0.23% (n = 360,000);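 active means mean luciferase reporter signal, scaled so untreated is 0 and the glycosylation-blocking control 100, at or above a set limit in every replicate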;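 further: luciferase carries N-glycosylation sites so blocking glycosylation raises the light; 0% = median of neutral control wells and 100% = median of 100 nM tunicamycin wells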
# Exocytosis inh: lytic granule exocytosis inhibition; inhibition, % at 10 µM; AID 651702; actives 0.66% (n = 360,000); TALL-104 LAMP-1 surface exposure, flow cytometry; cells stimulated with thapsigargin and PMA;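 active means inhibition above about 55%, limit read from the data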
# MC4R ag barr: human MC4R agonism via beta-arrestin. actives 0.98% (n = 360,000). AID 540308. P32245. activation, % at 8.9 µM. U2OS MC4R beta-arrestin complementation, luminescence; percent of melanotan II response, DMSO zero;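 active means activation above a per-plate cutoff, the mean activation of sample wells on that plate plus 3 SD, cut at about 8% in these data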
# * = called active by the depositor; x = not tested or not shown. This is a random part of the collection. About 4.5% of those tested had a hit in this group.
SMILES,ABHD5-PLIN5 inh,ABCB6 inh 2,hiPSC survival,MC4R antagonist,m5-HT2A agonist,aDG glyco up,Cardio protect,Glyco luc inh,Exocytosis inh,MC4R ag barr
Cc1ccc(S(=O)(=O)N2CC=C(C(=O)NC3CCCC3)CC2)cc1,4,105,-0.1,-3,2,-0.3,-4,-2,-4,-2.4
COc1ccc(-n2ncc3c(N4CCCCC4)ncnc32)cc1,5,96,-5.2,1,-1,-0.3,-14,-20,6,0.0
COc1ccc(CCNC(=O)C2CCN(S(=O)(=O)c3cc(OC)ccc3OC)CC2)cc1,-4,115,1.5,9,-1,1.8,2,1,1,-2.0
COc1ccccc1Cc1c(-c2ccc(C#N)cc2)nc2c(C)cc(Br)cn12,-1,99,-0.8,x,-4,-0.1,0,2,2,x
CCCNC(=O)C1(S(=O)(=O)c2ccccc2)CC=CC1,-2,88,-0.4,4,5,-0.1,1,3,-1,-0.1
O=C(Nc1cccc(S(=O)(=O)N2CCCCC2)c1)c1ccc(S(=O)(=O)C(F)F)cc1,-5,85,1.0,7,0,0.1,-24,-7,2,-1.1
CC(C)CCNC(=O)CN(C(=O)Cn1nnc(-c2ccccc2F)n1)c1cccc2c1CCCC2,-1,100,1.9,13,-1,0.7,-2,-2,2,2.2
COc1cc(C(C)=O)ccc1OCC(O)CN1CCN(c2ccc(C)c(C)c2)CC1 (stereo not drawn),5,96,-0.2,1,-7,-0.1,-2,-2,1,-1.6
COc1ccc(C(=O)OCC(=O)NCCCc2ccccc2)cc1OC,2,94,-0.3,8,2,0.0,-4,2,-18,1.2
COc1ccc([N+](=O)[O-])cc1NC(=O)c1csc(C)c1,4,100,-0.2,-4,4,-0.1,-9,2,0,3.4
Clc1cccc(-c2nc3c4ccccc4ccn3c2CC2CCCCC2)c1,-4,108,1.8,x,0,11*,1,0,-3,x
COc1cccc(OC)c1OCCNC(C)(C)C,-1,98,-0.9,1,-1,0.1,1,0,1,-2.0
CCCCC[n+]1ccn(C2=C([O-])c3ccccc3C(=O)/C2=N\S(=O)(=O)c2ccc(Br)cc2)c1,2,96,-0.4,-4,-5,5.8*,-10,-10,27,-0.8
CCCC(CCC)C(=O)Nc1ccc2c(c1)N(C(=O)CN1CCN(C)CC1)c1ccccc1CC2,4,94,2.3,5,-2,0.0,0,-6,3,0.4
Cc1c(NC(=O)c2cccc(NC(=O)COc3ccccc3C#N)c2)c(=O)n(-c2ccccc2)n1C,17,104,-0.2,15,3,0.4,4,-3,6,3.8
O=C(N/N=C/c1cccn1-c1ccccc1)c1ccncc1,-2,102,0.9,8,2,-0.1,8,1,-2,0.4
Cc1cccc(-n2ccnc2SCC(=O)Nc2cccc(S(=O)(=O)NC3=NCCC3)c2)c1C,-5,98,-0.5,16,-4,0.2,-4,-3,-2,-5.0
NC1=CC(=O)C(=O)c2ccccc21,-25,104,-0.2,-6,4,0.4,-10,-8,-2,0.9
COc1cccc(NC(=O)C(Sc2nnc(Nc3ccccc3C)s2)c2ccccc2)c1 (stereo not drawn),-7,84,0.3,13,-1,0.0,-4,1,5,-1.2
CCOc1ccc(NC(=O)CSc2nnc(C)n2C2CC2)cc1S(=O)(=O)N1CCCC1,-2,98,0.0,-3,-6,-0.2,-1,0,-1,-0.7

# Part of the list above, with values under each structure.
# Values run as follows: ABHD5-PLIN5 inh	ABCB6 inh 2	hiPSC survival	MC4R antagonist	m5-HT2A agonist	aDG glyco up	Cardio protect	Glyco luc inh	Exocytosis inh	MC4R ag barr
> CCCNC(=O)C1(S(=O)(=O)c2ccccc2)CC=CC1
  -2	88	-0.4	4	5	-0.1	1	3	-1	-0.1
> O=C(Nc1cccc(S(=O)(=O)N2CCCCC2)c1)c1ccc(S(=O)(=O)C(F)F)cc1
  -5	85	1.0	7	0	0.1	-24	-7	2	-1.1
> CC(C)CCNC(=O)CN(C(=O)Cn1nnc(-c2ccccc2F)n1)c1cccc2c1CCCC2
  -1	100	1.9	13	-1	0.7	-2	-2	2	2.2

# (further entries)
SMILES,ABHD5-PLIN5 inh,ABCB6 inh 2,hiPSC survival,MC4R antagonist,m5-HT2A agonist,aDG glyco up,Cardio protect,Glyco luc inh,Exocytosis inh,MC4R ag barr
COCCCNC(NC(=O)c1ccc(Br)cc1)C(Cl)(Cl)Cl (stereo not drawn),-7,83,-1.8,-1,-5,0.2,-7,1,1,-1.8
Cc1cc(S(=O)(=O)N2CCCCC2)ccc1OCC(=O)N1CCOCC1,0,98,-0.4,-9,2,-0.1,0,1,0,1.0
Cc1ccc(S(=O)(=O)N2CCOC2CNC(=O)C(=O)NCc2ccco2)cc1 (stereo not drawn),9,97,2.0,17,0,0.0,1,1,-3,-1.4
CCCCC(=O)NC(=S)Nc1cccc(C(=O)O)c1,7,98,0.8,6,1,-0.5,-3,-2,17,0.3
Cc1cccc(C(=O)NNC(=O)c2cccc(C)c2)c1,3,101,-0.8,1,-2,0.0,5,1,-1,-0.3
COC(=O)COc1ccc(NC(=O)c2ccco2)cc1,-2,99,-0.2,17,1,0.0,-4,1,2,1.3
COc1ccc(OCC(=O)NNC(=O)C2CCCO2)cc1 (stereo not drawn),5,91,-1.6,5,9,0.0,12,-1,-1,0.4
O=C(NCCN1CCOCC1)c1ccc(/C=C2\Sc3ccccc3N(Cc3ccccc3F)C2=O)cc1,8,103,-0.5,1,-6,0.0,35,-3,3,1.3
C[C@H](NC(=O)c1nc[nH]c1C(=O)N[C@@H](C)C(=O)OC(C)(C)C)C(=O)OC(C)(C)C,0,97,-3.3,6,-1,0.1,-2,0,0,-0.1
Cc1ccc(C(=O)N2C(CC(=O)Nc3ccc(Cl)cc3)C(=O)NC3CCCCC32)cc1 (stereo not drawn),4,97,0.3,23,10,-0.1,0,17,5,-0.1
O=C(Nc1cc2c(oc1=O)CCCC2=O)c1cccc(Cl)c1,4,100,-4.0,-1,8,-0.1,-2,2,1,-0.1
Cc1cc(C(F)(F)F)nc(SCCN2CCOCC2)c1C#N,2,110,-0.2,6,-5,-0.4,-5,-1,2,-2.2
Nc1ccn([C@@H]2O[C@H](C(=O)N[C@H](CO)c3ccccc3)[C@@H](O)[C@H]2O)c(=O)n1,10,101,3.6,x,2,-0.1,4,6,0,x
Cc1ccc(NC(=O)CN2C(=O)CSC2=O)cc1,-7,93,2.1,4,8,0.0,-4,2,-4,-2.0
O=C(NCc1ccccc1Cl)C1CCCN(S(=O)(=O)c2cnc[nH]2)C1 (stereo not drawn),5,98,3.8,-3,6,-0.2,4,0,-3,0.2
CSc1ccccc1OCc1cc(C(=O)NCCN2CCCc3ccccc32)no1,3,98,-0.5,-5,2,-0.1,40,-1,9,2.5
O=C(Nc1c(C(=O)N2CCCCC2)cnn1-c1ccccc1)c1ccccc1,-3,98,-1.1,18,7,0.1,-5,-2,1,0.2
Cn1c(=O)c(C(=O)NCCCc2ccccc2)c(O)c2ccccc21,0,97,-0.7,5,5,-0.1,15,4,0,0.8
COc1cc(OC)cc(C(=O)NCCN2CCOCC2)c1,6,99,6.0,-2,1,-0.1,2,1,1,1.1
CC(CCc1ccccc1)NC(=O)CCc1cn(C)c2ccccc12 (stereo not drawn),-3,99,-0.5,1,-4,0.1,8,-2,31,-1.5

# 6 entries from above, sorted by the value under aDG glyco up, smallest number first.
SMILES	aDG glyco up
CCCCC(=O)NC(=S)Nc1cccc(C(=O)O)c1	-0.5
Cc1cc(C(F)(F)F)nc(SCCN2CCOCC2)c1C#N	-0.4
Cc1cc(S(=O)(=O)N2CCCCC2)ccc1OCC(=O)N1CCOCC1	-0.1
Cc1ccc(NC(=O)CN2C(=O)CSC2=O)cc1	0.0
O=C(Nc1c(C(=O)N2CCCCC2)cnn1-c1ccccc1)c1ccccc1	0.1
COCCCNC(NC(=O)c1ccc(Br)cc1)C(Cl)(Cl)Cl (stereo not drawn)	0.2

# (next part)
SMILES,ABHD5-PLIN5 inh,ABCB6 inh 2,hiPSC survival,MC4R antagonist,m5-HT2A agonist,aDG glyco up,Cardio protect,Glyco luc inh,Exocytosis inh,MC4R ag barr
COc1ccc2c(c1)C(SCC(=O)NCCc1ccccc1)CC(C)(C)O2 (stereo not drawn),4,105,-0.1,3,-8,-0.3,2,-2,9,0.8
CCN(CC)C(=O)C1CCCN(c2ncnc3c2cnn3-c2ccc(Cl)cc2)C1 (stereo not drawn),5,98,0.5,0,3,0.0,-7,-3,-2,0.6
COc1ccc(S(=O)(=O)c2c(O)c3ccc(C(=O)Nc4ccccc4F)cc3[nH]c2=O)cc1,1,102,-0.4,-4,1,-0.2,7,3,-13,1.9
CNC(=O)c1[nH]cnc1C(=O)Nc1ccccc1,-1,100,-1.4,9,-6,-0.1,9,11,-5,-1.8
NC(=O)C1CCN(c2cc(N3CCOCC3)ccc2[N+](=O)[O-])CC1,5,95,-2.4,3,1,0.4,2,0,-2,0.1
C#CC(CO)N(CCN(Cc1ccccc1)C(C#C)CO)Cc1ccccc1 (stereo not drawn),-4,95,5.7,7,0,0.5,-16,-1,18,4.7
CCCc1cc(=O)[nH]c(SCc2cc(C(=O)OC)c(C)o2)n1,-5,99,-0.8,3,2,0.3,-1,2,0,-1.7
CCOC(=O)c1cc(NC(=O)COc2ccc([N+](=O)[O-])cc2)cc(C(=O)OCC)c1,-2,97,-1.2,-2,-1,-0.2,-6,-7,7,5.0
CCC(C(=O)O)n1nc(-c2ccccc2)c2cc(Cl)ccc21 (stereo not drawn),-1,100,2.5,1,1,-0.3,9,0,-1,-3.9
COCCNc1nc2ccccc2nc1NS(=O)(=O)c1ccc(C)cc1C,-3,98,-1.3,11,-2,-0.2,1,1,-2,-0.5
COc1ccc(NC(=O)c2cc(=O)c3ccccc3o2)cc1Cl,0,97,0.0,7,0,-0.2,-4,-6,-21,-1.6
CC(NC(=O)c1c(Cl)cnn1C)C1CCCO1 (stereo not drawn),-3,103,-0.6,6,-2,-0.1,6,1,0,-0.9
CNC(=O)c1ccc(NC(=O)C2CCN(c3ncnc4sc(C)c(C)c34)CC2)cc1,-5,99,-0.4,6,4,0.5,-2,-8,-1,-0.8
O=C1NCCN1c1ccccc1,3,95,29*,5,-3,-0.2,-2,2,0,-0.9
Cc1cc(C(=O)O)cc(S(=O)(=O)N2CCOCC2)c1C,0,91,-1.1,4,11,0.0,4,3,-1,-1.0
